Compound activity as filed in PubChem BioAssay.
SENP6 inh = blocks the human protease SENP6; Q9GZR1; Recombinant SENP6 catalytic domain, aminoluciferin luminescence; inhibition, % at 10 µM; 330,000 tested, 1.8% active; AID 2599;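 active = inhibition above about 50% at the single tested dose, limit read from the data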;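 also: plate controls were DMSO wells with enzyme for no effect and DMSO wells lacking enzyme for full effect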
Target sequence (Q9GZR1 628-1112 limits assumed): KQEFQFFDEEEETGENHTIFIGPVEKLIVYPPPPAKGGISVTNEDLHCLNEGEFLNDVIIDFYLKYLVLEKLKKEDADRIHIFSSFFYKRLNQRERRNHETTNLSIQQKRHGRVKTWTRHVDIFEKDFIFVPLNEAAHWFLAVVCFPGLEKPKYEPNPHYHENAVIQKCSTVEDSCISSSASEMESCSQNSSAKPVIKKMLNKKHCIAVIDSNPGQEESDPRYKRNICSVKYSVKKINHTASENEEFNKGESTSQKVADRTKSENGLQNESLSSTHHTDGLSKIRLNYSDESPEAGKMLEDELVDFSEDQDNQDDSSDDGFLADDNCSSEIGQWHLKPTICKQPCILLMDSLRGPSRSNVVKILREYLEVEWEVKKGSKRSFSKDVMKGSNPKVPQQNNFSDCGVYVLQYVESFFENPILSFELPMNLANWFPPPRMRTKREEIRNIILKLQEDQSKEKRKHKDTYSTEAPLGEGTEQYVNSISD
SENP8 block = inhibitors of human SENP8 protease. Q96LD8. recombinant SENP8, Nedd8 substrate fluorescence. inhibition, % at 20 µM. 360,000 tested, 0.64% active. AID 602440; in the data active = inhibition mostly above about 40%, no sharp cut-off; inactive = mostly below about 27%
GRIN3A LBD mod = modulators (binders) of human NR3A ligand-binding domain; NR3A LBD differential scanning fluorimetry, Tm shift; 0% = protein alone, 100% = glycine-bound protein; Tm shift relative to glycine control, % at 25 µM; 340,000 tested, 2.5% active;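 active = melting temperature shift of at least 10% of the positive control shift, at one fixed dose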
MPTP block = blocks calcium-induced mitochondrial swelling | inhibition, % at 10 µM | isolated mouse mitochondria, Ca2+ swelling absorbance, 30 min | 360,000 tested, 1.4% active | AID 602449;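 active = inhibition of 50% or more, scaled per plate between neutral and stimulator controls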;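 also: 0% = DMSO wells given calcium and 100% = 1 mM EGTA wells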
ATG4B inhibitor = inhibitors of human ATG4B cysteine protease; Q9Y4P1; ATG4B cleavage of LC3-PLA2, NBD-HPC fluorescence, 1 h; inhibition, % at 8.33 µM; 340,000 tested, 0.51% active; AID 504462; in the data active = inhibition above about 40%
Target sequence (Q9Y4P1 whole entry, looked up): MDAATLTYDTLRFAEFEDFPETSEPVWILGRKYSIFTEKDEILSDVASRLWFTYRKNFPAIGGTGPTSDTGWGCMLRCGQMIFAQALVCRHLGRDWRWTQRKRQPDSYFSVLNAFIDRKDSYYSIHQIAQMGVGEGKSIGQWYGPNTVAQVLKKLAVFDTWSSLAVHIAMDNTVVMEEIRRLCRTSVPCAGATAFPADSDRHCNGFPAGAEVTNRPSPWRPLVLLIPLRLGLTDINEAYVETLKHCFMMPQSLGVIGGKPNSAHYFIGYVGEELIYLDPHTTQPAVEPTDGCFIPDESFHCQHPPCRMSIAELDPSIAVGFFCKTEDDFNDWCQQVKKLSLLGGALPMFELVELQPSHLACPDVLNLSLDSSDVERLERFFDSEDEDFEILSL
hIAP activ = human IAP activation. 330,000 tested, 0.16% active. P09923. purified human IAP, CDP-Star luminescence, 30 min; stronger effect = higher value; 1 = vehicle-only enzyme, 0 = enzyme-free background. activation factor at 10 µM;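 active = activation factor of the enzyme at least 2-fold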; also: the source names both 10 and 20 µM as test concentration; values of inactives mirror those of a sister screen read the other way
PfGluPho inh = PfG6PD (Plasmodium falciparum) enzyme inhibition. PfGluPho enzyme, NADPH resazurin-diaphorase fluorescence. inhibition, % at 20 µM. AID 504690. 350,000 tested, 0.78% active;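 active = inhibition reaching at least a set limit at 20 µM in the primary screen, cut at about 59% in these data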;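 also: 0% = DMSO wells with substrate and 100% = DMSO wells lacking glucose-6-phosphate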
SENP1 FRET inh = blocks the human SENP1 SUMO protease catalytic domain. recombinant SENP1 catalytic domain, CyPet-SUMO1-YPet FRET cleavage. inhibition, % at 10 µM. 360,000 tested, 0.21% active. AID 624204;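 active = inhibition at least 30% at 10 µM, raw YFP signal under a set limit, fluorescence ratio 0.5 to 1.5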;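 also: 0% = enzyme with DMSO and 100% = no enzyme wells; some results filed as inactive read as strong as hits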
Target sequence (Q9P0U3 419-644 limits assumed): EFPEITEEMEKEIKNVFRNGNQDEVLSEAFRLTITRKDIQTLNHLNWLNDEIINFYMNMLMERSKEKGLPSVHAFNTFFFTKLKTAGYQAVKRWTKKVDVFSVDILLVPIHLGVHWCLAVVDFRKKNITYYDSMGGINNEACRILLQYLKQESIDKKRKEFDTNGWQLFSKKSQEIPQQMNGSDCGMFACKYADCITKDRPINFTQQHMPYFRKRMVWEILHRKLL
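Test system: recombinant human SENP1 catalytic domain, His6-tagged / Medium: pH 8 Tris buffer with EDTA, NaCl, BME, BSA, NP40, catalase / Also added: SUMO1 FRET substrate flanked by Cypet and Ypet, 25 nM / Times: 50 min reaction at room temperature / Signal: FRET, CFP and YFP emission / Control set: no-enzyme low control and enzyme-plus-DMSO high control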
* = called active by the depositor.

How did CCCc1nnc(NC(=O)CCC(=O)N2CCN(Cc3ccc(Cl)cc3)CC2)s1 do in these assays?
SENP6 inh: 12; SENP8 block: 4; GRIN3A LBD mod: -1; MPTP block: -0.9; ATG4B inhibitor: -5; hIAP activ: 0.87; PfGluPho inh: 9; SENP1 FRET inh: -1

How did C=CCn1c(SCC(=O)Nc2cccc(S(=O)(=O)N(C)c3ccccc3)c2)nnc1C1CC1 do in these assays?
SENP6 inh: -19; SENP8 block: -3; GRIN3A LBD mod: 1; MPTP block: -0.5; ATG4B inhibitor: 2; hIAP activ: 0.89; PfGluPho inh: 6; SENP1 FRET inh: -1

Results for Cn1nc(C(C)(C)C)c([N+](=O)[O-])c1C(N)=O ?
SENP6 inh: -10; SENP8 block: 12; GRIN3A LBD mod: -1; MPTP block: 0.9; ATG4B inhibitor: -7; hIAP activ: 0.89; PfGluPho inh: -9; SENP1 FRET inh: 1

How did Cc1cccc(NC(=O)C2(c3ccccc3)CC2(Cl)Cl)c1 (stereo not given) do in these assays?
SENP6 inh: -3; SENP8 block: 10; GRIN3A LBD mod: -4; MPTP block: 3.7; ATG4B inhibitor: 2; hIAP activ: 0.99; PfGluPho inh: -10; SENP1 FRET inh: 3

How did CCCn1c(Oc2ccccc2)nc2c1c(=O)n(C)c(=O)n2C do in these assays?
SENP6 inh: 10; SENP8 block: 3; GRIN3A LBD mod: -1; MPTP block: 1.1; ATG4B inhibitor: -2; hIAP activ: 0.88; PfGluPho inh: -14; SENP1 FRET inh: 1

How did O=C(CSc1cccc2cccnc12)N/N=C/c1cccnc1 do in these assays?
SENP6 inh: 6; SENP8 block: -386; GRIN3A LBD mod: 0; MPTP block: -0.7; ATG4B inhibitor: -12; hIAP activ: 0.89; PfGluPho inh: 63*; SENP1 FRET inh: 1

How did CN1CCN(Cc2c(O)ccc3c(-c4ccccc4)cc(=O)oc23)CC1 do in these assays?
SENP6 inh: -4; SENP8 block: -222; GRIN3A LBD mod: 0; MPTP block: -0.2; ATG4B inhibitor: -8; hIAP activ: 1.3; PfGluPho inh: 8; SENP1 FRET inh: -29

What do the screens show for `Cc1ccc(C)c(N2CCN(S(=O)(=O)c3ccc4c(c3)NC(=O)CO4)CC2)c1`?
SENP6 inh: -2; SENP8 block: 8; GRIN3A LBD mod: 11*; MPTP block: 0.7; ATG4B inhibitor: -2; hIAP activ: 1.2; PfGluPho inh: -1; SENP1 FRET inh: 1

How did CSc1nc2nccc(-c3ccc4c(c3)OCO4)n2n1 do in these assays?
SENP6 inh: -40; SENP8 block: -477; GRIN3A LBD mod: 0; MPTP block: 3.2; ATG4B inhibitor: 0; hIAP activ: 1.1; PfGluPho inh: -11; SENP1 FRET inh: -1

How did CC(C)(C)OC(=O)N1CCN(C(=O)c2[nH]cnc2C(=O)Nc2ccccc2F)CC1 do in these assays?
SENP8 block: 6; MPTP block: -0.2; PfGluPho inh: 6; SENP1 FRET inh: 0

How did CN1CCN(CCNC(=O)c2ccc3nc(-c4ccc(F)cc4)c(-c4ccc(F)cc4)nc3c2)CC1 do in these assays?
SENP6 inh: -6; SENP8 block: -331; GRIN3A LBD mod: -4; MPTP block: 1.6; ATG4B inhibitor: 4; hIAP activ: 1; PfGluPho inh: 4; SENP1 FRET inh: -1

Results for C/C(=N/NC(=O)CSc1ccccn1)c1ccc([N+](=O)[O-])cc1 ?
SENP6 inh: 5; SENP8 block: 3; GRIN3A LBD mod: 1; MPTP block: 0.1; ATG4B inhibitor: -4; hIAP activ: 0.86; PfGluPho inh: -5; SENP1 FRET inh: 2

How did COc1cc(S(=O)(=O)Nc2ccc(C)cc2)ccc1NC(=O)c1ccncc1 do in these assays?
SENP6 inh: 11; SENP8 block: 22; GRIN3A LBD mod: 0; MPTP block: 0.8; ATG4B inhibitor: -9; hIAP activ: 1; PfGluPho inh: 10; SENP1 FRET inh: 2

Results for O=C(Nc1ccc(N2CCN(C(=O)c3ccco3)CC2)cc1)c1cccs1 ?
SENP6 inh: -10; SENP8 block: 31; GRIN3A LBD mod: -12; MPTP block: -0.7; ATG4B inhibitor: -3; hIAP activ: 1.1; PfGluPho inh: -4; SENP1 FRET inh: -1

What do the screens show for `O=C(O)CC(NC(=O)C(c1ccccc1)c1ccccc1)c1ccco1` (stereo not given)?
SENP6 inh: -6; SENP8 block: 15; GRIN3A LBD mod: 6; MPTP block: -0.8; ATG4B inhibitor: -3; hIAP activ: 1.1; PfGluPho inh: -2; SENP1 FRET inh: 2

How did COc1ccc(CCNc2ncnc3cc(OC)c(OC)cc23)cc1OC do in these assays?
SENP8 block: -10; GRIN3A LBD mod: -1; MPTP block: 11; ATG4B inhibitor: -7; PfGluPho inh: 12; SENP1 FRET inh: -2

What do the screens show for `O=C1CN(C(=O)Cn2ncc(Cl)c(Cl)c2=O)c2ccccc2N1`?
SENP8 block: 19; GRIN3A LBD mod: -1; MPTP block: -0.2; ATG4B inhibitor: -5; PfGluPho inh: -2; SENP1 FRET inh: 3

What do the screens show for `Fc1ccc(CCNC(=S)Nc2ccc(F)cc2)cc1`?
SENP6 inh: -9; SENP8 block: 12; GRIN3A LBD mod: 19*; MPTP block: 50*; ATG4B inhibitor: 11; hIAP activ: 1; PfGluPho inh: 5; SENP1 FRET inh: 3

What do the screens show for `COc1ccc(CCNC(=O)c2nc3ncccn3n2)cc1OC`?
SENP6 inh: 1; SENP8 block: 14; GRIN3A LBD mod: -2; MPTP block: 0.6; ATG4B inhibitor: 3; hIAP activ: 1; PfGluPho inh: -11; SENP1 FRET inh: 3

What do the screens show for `OCC1OC2C(NC(=S)N2c2ccccc2)C(O)C1O` (stereo not given)?
SENP8 block: 6; GRIN3A LBD mod: 0; MPTP block: -0.6; ATG4B inhibitor: -3; PfGluPho inh: 7; SENP1 FRET inh: 1

Results for Cc1cccc(NC(=O)C2CCCN(S(=O)(=O)c3ccc(-n4cnnn4)cc3)C2)c1 (stereo not given) ?
SENP6 inh: -16; SENP8 block: 13; GRIN3A LBD mod: 0; MPTP block: 0.0; ATG4B inhibitor: -11; hIAP activ: 1.1; PfGluPho inh: 5; SENP1 FRET inh: 0

Results for O=c1[nH]cnc2c1ncn2C1OC(CO)C(O)C1O (stereo not given) ?
SENP8 block: 5; GRIN3A LBD mod: -1; MPTP block: -3.7; ATG4B inhibitor: -9; PfGluPho inh: 1; SENP1 FRET inh: 2

Results for CC(C)(C)CNC(=O)[C@]1(C)CCC[C@@]2(C)C3CC[C@@]4(C)C[C@]3(CCC21)CC4=O (stereo not given in full) ?
SENP6 inh: -2; SENP8 block: -9; GRIN3A LBD mod: 2; MPTP block: -0.2; ATG4B inhibitor: 2; hIAP activ: 1; PfGluPho inh: -6; SENP1 FRET inh: 2

How did OC(CCCN1CCCCC1)(c1ccccc1)c1ccccc1 do in these assays?
SENP8 block: 6; GRIN3A LBD mod: -2; MPTP block: 1.8; ATG4B inhibitor: 8; PfGluPho inh: -10; SENP1 FRET inh: -1

Quoted at random: two entries already listed.
Results for O=C(Nc1ccc(N2CCN(C(=O)c3ccco3)CC2)cc1)c1cccs1 ?
SENP6 inh: -10; SENP8 block: 31; GRIN3A LBD mod: -12; MPTP block: -0.7; ATG4B inhibitor: -3; hIAP activ: 1.1; PfGluPho inh: -4; SENP1 FRET inh: -1

Results for Cc1cccc(NC(=O)C2CCCN(S(=O)(=O)c3ccc(-n4cnnn4)cc3)C2)c1 (stereo not given) ?
SENP6 inh: -16; SENP8 block: 13; GRIN3A LBD mod: 0; MPTP block: 0.0; ATG4B inhibitor: -11; hIAP activ: 1.1; PfGluPho inh: 5; SENP1 FRET inh: 0

Remaining list, next part.
Results for CC1(C)S/C(=N/N=C/c2cccs2)NC1=O ?
SENP6 inh: -7; SENP8 block: 15; GRIN3A LBD mod: 2; MPTP block: -3.1; ATG4B inhibitor: -12; hIAP activ: 1; PfGluPho inh: -3; SENP1 FRET inh: 3

What do the screens show for `CC(C)C1C(C#N)=C(N)Oc2n[nH]c(-c3ccc4ccccc4c3)c21` (stereo not given)?
SENP6 inh: -18; SENP8 block: -31; GRIN3A LBD mod: 4; MPTP block: 1.5; ATG4B inhibitor: -3; hIAP activ: 0.99; PfGluPho inh: -13; SENP1 FRET inh: 0

Results for N#Cc1sc2nc3c(c(-c4ccco4)c2c1N)CCCC3 ?
SENP6 inh: 9; SENP8 block: -157; GRIN3A LBD mod: 0; MPTP block: -1.6; ATG4B inhibitor: 5; hIAP activ: 0.95; PfGluPho inh: 2; SENP1 FRET inh: 17

What do the screens show for `CNc1ccc(/C=C(\CCC(=O)O)c2nc3ccccc3s2)cc1[N+](=O)[O-]`?
SENP6 inh: 3; SENP8 block: 20; GRIN3A LBD mod: 25*; MPTP block: 0.9; ATG4B inhibitor: 11; hIAP activ: 0.91; PfGluPho inh: 12; SENP1 FRET inh: 8

Results for CC(C)(C)C(=O)CN1C(=O)NC(C)(Cc2ccc3c(c2)OCO3)C1=O (stereo not given) ?
SENP6 inh: 6; SENP8 block: 23; GRIN3A LBD mod: 1; MPTP block: -0.1; ATG4B inhibitor: -2; hIAP activ: 1; PfGluPho inh: -16; SENP1 FRET inh: -1

How did CC(C)(C)c1cc(-c2nc(N)nc(N)n2)cc(C(C)(C)C)c1 do in these assays?
SENP6 inh: -3; SENP8 block: 15; GRIN3A LBD mod: 2; MPTP block: -1.4; ATG4B inhibitor: 3; hIAP activ: 1; PfGluPho inh: 14; SENP1 FRET inh: 1

What do the screens show for `COC(=O)c1ccc(Cc2ccc(C(=O)OC)o2)o1`?
SENP6 inh: -6; SENP8 block: 1; GRIN3A LBD mod: 1; MPTP block: 2.8; ATG4B inhibitor: 5; hIAP activ: 0.89; PfGluPho inh: 10; SENP1 FRET inh: -3

Results for Cc1ccc(-c2nn(-c3ccccc3)cc2CO)cc1 ?
SENP6 inh: -7; SENP8 block: 20; GRIN3A LBD mod: -29; MPTP block: -0.1; ATG4B inhibitor: -5; hIAP activ: 1; PfGluPho inh: 12; SENP1 FRET inh: 2

Results for Cc1ccc(C)c(N2CCN(c3nc4ccccc4c(=O)n3Cc3ccccc3)CC2)c1 ?
SENP6 inh: -13; SENP8 block: -15; GRIN3A LBD mod: 0; MPTP block: 2.3; ATG4B inhibitor: 9; hIAP activ: 0.84; PfGluPho inh: 4; SENP1 FRET inh: 5

Results for O=C(NCCOc1ccccc1)C(=O)c1c[nH]c2ccccc12 ?
SENP6 inh: 1; SENP8 block: 11; GRIN3A LBD mod: -1; MPTP block: 1.1; ATG4B inhibitor: -8; hIAP activ: 0.91; PfGluPho inh: 12; SENP1 FRET inh: -1

What do the screens show for `Cc1ccc(-c2nc3ccccc3nc2Cl)cc1`?
SENP6 inh: -10; SENP8 block: 13; GRIN3A LBD mod: 0; MPTP block: 2.1; ATG4B inhibitor: 9; hIAP activ: 0.87; PfGluPho inh: 8; SENP1 FRET inh: 0

How did CCOC(=O)c1c(C)[nH]c(C)c1C(=O)COC(=O)c1sccc1C do in these assays?
SENP6 inh: -2; SENP8 block: 5; GRIN3A LBD mod: 0; MPTP block: 0.5; ATG4B inhibitor: -15; hIAP activ: 1.2; PfGluPho inh: 4; SENP1 FRET inh: 1

Results for CC(C)CN(C(=O)c1cc([N+](=O)[O-])cc([N+](=O)[O-])c1)C1CCS(=O)(=O)C1 (stereo not given) ?
SENP6 inh: -13; SENP8 block: 9; GRIN3A LBD mod: 3; MPTP block: -0.2; ATG4B inhibitor: -4; hIAP activ: 1.2; PfGluPho inh: 19; SENP1 FRET inh: -1

What do the screens show for `Cc1c(Br)cnn1C(C)C(=O)N1CCN(c2ccccc2F)CC1` (stereo not given)?
SENP6 inh: -2; SENP8 block: 16; GRIN3A LBD mod: -2; MPTP block: -0.6; ATG4B inhibitor: 6; hIAP activ: 0.85; PfGluPho inh: -4; SENP1 FRET inh: 0

How did Cc1ccc(NC(=O)C2C3CCC(O3)C2C(=O)O)cc1Cl (stereo not given) do in these assays?
SENP6 inh: 16; SENP8 block: 7; GRIN3A LBD mod: 0; MPTP block: -0.4; ATG4B inhibitor: -7; hIAP activ: 0.96; PfGluPho inh: 9; SENP1 FRET inh: 0
